# mIDH1 inhibitor: qHTS for Inhibitors of mutant isocitrate dehydrogenase 1 (IDH1): qHTS | Isocitrate dehydrogenase [NADP] cytoplasmic (Homo sapiens), O75874 | IDH1-R132H enzyme, NADPH consumption, diaphorase/resazurin fluorescence | Potency, µM (doses to about 76.6 µM), inactives show top-dose activity change, negative = inhibition, most hits filed as inhibitors | 390,000 tested, 0.093% active; note: potency is the fitted concentration of half-maximal effect; % is set by controls: 0 for no effect and ±100 for the full control effect; nearly all actives have a fitted effect of over 65% in size
# Target sequence (O75874 whole entry R132H, stated change not applied): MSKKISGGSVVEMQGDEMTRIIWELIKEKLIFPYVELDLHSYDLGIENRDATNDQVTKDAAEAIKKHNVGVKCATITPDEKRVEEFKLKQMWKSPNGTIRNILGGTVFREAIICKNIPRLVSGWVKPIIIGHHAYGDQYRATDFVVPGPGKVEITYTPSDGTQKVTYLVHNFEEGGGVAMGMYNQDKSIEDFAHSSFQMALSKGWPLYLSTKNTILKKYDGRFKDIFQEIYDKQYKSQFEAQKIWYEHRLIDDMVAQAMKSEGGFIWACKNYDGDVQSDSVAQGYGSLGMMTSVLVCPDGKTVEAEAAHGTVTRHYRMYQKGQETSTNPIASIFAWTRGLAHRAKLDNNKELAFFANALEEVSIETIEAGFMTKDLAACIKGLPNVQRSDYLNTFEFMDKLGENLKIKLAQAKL
#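 IDH1-R132H (0.5 ug/mL dispensed) in pH 7.5 Tris buffer was preincubated 30 min with compound, then given a substrate mix of 0.016 mM NADPH and 2 mM alpha-KG for 80 min at room temperature; remaining NADPH was read by diaphorase/resazurin fluorescence.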
# TrxR1 inh: qHTS Assay for Inhibitors of Mammalian Selenoprotein Thioredoxin Reductase 1 (TrxR1): qHTS. Thioredoxin reductase 1, cytoplasmic (Rattus norvegicus), O89049. recombinant rTrxR1, NADPH fluorescence consumption, selenite substrate. Potency, µM (titrated, usually from 114 µM), for the others: top-dose activity change, negative = inhibition, most hits filed as inhibitors. 390,000 tested, 1% active; note: potency is the fitted concentration of half-maximal effect; % is set by controls: 0 for no effect and ±100 for the full control effect; nearly all actives have a fitted effect of over 65% in size
#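 Rat TrxR1 (90 nM in the dispensed reagent) was pre-reduced with 400 uM NADPH for 5 min at room temperature, then incubated with compound for 15 min. After 400 uM selenite was added, NADPH fluorescence (Ex 340/Em 450 nm) was followed for 8 min.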
# D2 agonist: HTS Assay for Allosteric Agonists of the Human D2 Dopamine Receptor: Primary Screen for Agonists; D(2) dopamine receptor (Homo sapiens), P14416; HEK293 T-REx D2 cells, calcium flux agonist mode; activation, % at 2 µM; 340,000 tested, 0.53% active;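 active = activation over 3 SD above normal in the single-dose calcium agonist read, cut at about 30% in these data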; note: 0% is about no effect
#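 Agonism scored from kinetic calcium signal (1 read/sec, 180 s) following compound pin transfer, after a 10 s baseline. Cells: HEK293 Trex line expressing inducible D2 receptor coupled to calcium, dye-loaded after overnight culture at 30 C.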
# TrxR1 substrate: qHTS Assay for Substrates of Mammalian Selenoprotein Thioredoxin Reductase 1 (TrxR1): qHTS. AID 588456, 2011. Thioredoxin reductase 1, cytoplasmic (Rattus norvegicus), O89049. Potency, µM (top dose mostly 114 µM), for inactives: at the highest dose activity change, negative = substrate turnover. purified TrxR1 substrate turnover, NADPH consumption readout. 390,000 tested, 0.01% active; note: potency is the fitted concentration of half-maximal effect; % is set by controls: 0 for no effect and ±100 for the full control effect; nearly all actives have a fitted effect of over 50% in size
#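 Rat TrxR1, dispensed at 90 nM, was prereduced with 400 uM NADPH (final) for 5 min at ~22 deg C, then incubated with compound 15 min before 400 uM selenite. A first-read NADPH fluorescence drop versus no-compound background flagged substrates.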
# D2 antag: HTS Assay for Allosteric Antagonists of the Human D2 Dopamine Receptor: Primary Screen for Antagonists; HEK293 TREx D2 cells, calcium flux, dopamine EC80; inhibition, % at 10 µM; 340,000 tested, 2% active; in the data active = inhibition above about 30%; note: 0% is about no effect
#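 Calcium flux kinetic readout in an inducible HEK293 TREx D2 line plated overnight at 30 C. After 180 s compound exposure, an EC80 dopamine challenge follows with another 180 s kinetic read to detect antagonism.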
# TRHR agonist: qHTS for Small Molecule Agonists and Allosteric Enhancers of Human TRH Receptor: Primary Screen for Agonists | Thyrotropin-releasing hormone receptor (Homo sapiens), P34981 | 360,000 tested, 0.18% active | TRHR cells, calcium flux fluo-8, FDSS agonist mode | AID 493084, 2011 | activation, % at 2 µM; in the data active = activation above about 30%; note: 0% is about no effect
# Target sequence (P34981 whole entry, looked up): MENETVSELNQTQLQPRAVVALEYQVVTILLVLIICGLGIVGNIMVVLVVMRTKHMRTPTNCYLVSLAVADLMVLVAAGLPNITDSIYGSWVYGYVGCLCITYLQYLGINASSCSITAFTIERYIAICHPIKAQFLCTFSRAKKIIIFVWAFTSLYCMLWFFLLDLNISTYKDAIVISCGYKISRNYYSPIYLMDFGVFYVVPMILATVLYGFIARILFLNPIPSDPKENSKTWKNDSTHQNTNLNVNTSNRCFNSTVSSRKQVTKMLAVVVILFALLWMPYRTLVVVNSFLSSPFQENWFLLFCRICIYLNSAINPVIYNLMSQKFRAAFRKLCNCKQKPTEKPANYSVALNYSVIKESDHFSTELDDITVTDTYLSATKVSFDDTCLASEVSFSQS
#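 Read-out: compound-evoked intracellular calcium rise in TRHR cells, fluo-8 dye, kinetic FDSS fluorescence at 1 s/cycle following a 10-cycle baseline. Cells cultured overnight before dye loading (30 min–1.5 h, RT).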
# Pin1 inhibitor: qHTS Assay to Find Inhibitors of Pin1; Pin1 FP peptide displacement, HiFluor488, 10 min; Peptidyl-prolyl cis-trans isomerase NIMA-interacting 1 (Homo sapiens), Q13526; AID 504891, 2011; Potency, µM (series often up to 115 µM), inactives show top-dose activity, negative = inhibition, actives largely listed as inhibitors; 390,000 tested, 0.009% active; active = well fitted inhibition curve with a large enough effect in the polarisation, with a control signal flat, not every such curve was filed as active; inconclusive = small, poorly fitted or top-dose-only effect, or effect the other way, or a change in a side signal; inactive = no such curve, though single readings can be large or run the other way; the % refers to the polarisation; note: potency is the fitted concentration of half-maximal effect; % is set by controls: 0 for no effect and ±100 for the full control effect
# Target sequence (Q13526 whole entry, looked up): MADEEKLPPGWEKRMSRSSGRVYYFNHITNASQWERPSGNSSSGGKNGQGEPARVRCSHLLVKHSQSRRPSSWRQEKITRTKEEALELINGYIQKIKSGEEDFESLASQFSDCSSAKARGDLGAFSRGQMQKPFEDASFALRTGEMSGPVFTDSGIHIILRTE
# USP1-UAF1 inh: Inhibitors of USP1/UAF1: Primary Screen; Potency, µM (doses to about 57.1 µM), for the others: at the highest dose activity change, negative = inhibition, hits mostly inhibitors; recombinant USP1/UAF1, Ub-Rhodamine cleavage fluorescence; 390,000 tested, 0.23% active; Ubiquitin carboxyl-terminal hydrolase 1 (Homo sapiens), O94782; note: potency is the fitted concentration of half-maximal effect; % is set by controls: 0 for no effect and ±100 for the full control effect; nearly all actives have a fitted effect of over 60% in size; inactives centre near -12
#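 1 nM enzyme complex + cpd, 15 min RT; start with Ub-Rho 150nM final; kinetic fluorescence ex 480/em 540, 6 reads q60 s. Buffer 50mM HEPES pH 7.8, 0.5mM EDTA, 0.1 mg/ml BSA, 1mM TCEP, 0.01% Tween-20.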
# TRHR enhancer: qHTS for Small Molecule Agonists and Allosteric Enhancers of Human TRH Receptor: Primary Screen for Enhancers | TRHR cells, fluo-8 calcium fluorescence, EC20 TRH enhancement | enhancement, % at 2 µM | 360,000 tested, 0.66% active; in the data active = enhancement above about 30%; note: 0% is about no effect
#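 TRHR-expressing cells loaded with fluo-8 calcium dye were read kinetically (ex 480/em 530) during compound addition, then stimulated with an EC20 of TRH (10 nM final). Enhancement of the Gq-mediated intracellular calcium response was scored.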
# Starred values were filed as active, the others as inactive; ? = inconclusive; / = no result given; [ ] = dose if it differs, or a comment. Unless noted, calls come from the whole dose curve; as a rule, active = well fitted inhibition curve with a large enough effect; inconclusive = small, poorly fitted or top-dose-only effect; inactive = no such curve, though single readings can be large or run the other way. These rows are one share of the data; the hit share may differ from the screen's.
SMILES,mIDH1 inhibitor,TrxR1 inh,D2 agonist,TrxR1 substrate,D2 antag,TRHR agonist,Pin1 inhibitor,USP1-UAF1 inh,TRHR enhancer
CC12CCC(=O)C=C1C(F)CC1C2C(O)CC2(C)C1CCC2(O)C(=O)CO (configuration not stated),4%,16%,/,5%,/,/,-3%,-4%,/
Oc1ccc(N=Nc2nccs2)c(O)c1,5%,-4%[57.1 µM],2.6,-7%[57.1 µM],-15,1.8,-12%,-26%,-1
Cc1ccc(NC(=O)c2oc3ccccc3c2NC(=O)C2CC2)cc1,1%,14%,0.1,5%,21,0.3,10%,-12%,-3
COc1ccc(C2(C(=O)Nc3cc(C)on3)CCOCC2)cc1,2%,20%[57.1 µM],0.0,12%[57.1 µM],-8,1.1,-9%,-6%,5
CCN(CCCNC(=O)c1[nH]c(C)c(C(C)=O)c1C)c1ccccc1,7%,-1%,-0.5,-3%,-12,-0.1,2%,-14%,-4
CCOC(=O)c1c(C)[nH]c(CCC(=O)NCCCN2CCN(c3cccc(Cl)c3)CC2)c1C,0%,15%[57.1 µM],/,-1%[57.1 µM],/,0.2,0%,-21%,0
Cc1cc(OCCCC(=O)NCCc2nnc3ccccn23)ccc1Cl,-1%,14%,/,-1%,/,/,6%,-1%,/
CC(=O)c1coc2ccc(OCC(=O)O)cc12,0%,1%,0.8,5%,30,0.4,4%,-11%,3
Cc1ccc(N2CCN(S(=O)(=O)c3ccc(F)cc3)CC2)c(C)c1,-9%,-4%[57.1 µM],-0.5,-5%[57.1 µM],0,-0.1,?,-18%,32*
CCc1cccc(Nc2c3c(nc4ncnn24)CCC3)c1,0%,2%,0.7,2%,-8,-1.5,-5%,-21%,4
CC1=CCC2C(=O)N(c3cccc(C(=O)NCc4ccccc4)c3)C(=O)C2C1 (configuration not stated),-1%,18%,1.4,1%,14,0.1,0%,-2%,-4
CC(C)c1[nH]nc2c1C(c1cccc(OC(=O)N3CCOCC3)c1)C(C#N)=C(N)O2 (configuration not stated),4%,5%[57.1 µM],1.1,6%[57.1 µM],-16,0.1,-2%,-20%,0
COc1cc([N+](=O)[O-])ccc1NC(=O)CCCOc1ccccc1,7%,-5%,0.2,-1%,23,-0.3,-8%,-19%,-16
Cn1c(=O)oc2cc(S(=O)(=O)NC(CC(=O)O)c3cccc(Br)c3)ccc21 (configuration not stated),16%,1%,0.6,-1%,/,-0.2,1%,-14%,3
O=C(CN1CCCCC1)Nc1ccc(S(=O)(=O)c2ccc(NC(=O)CN3CCCCC3)cc2)cc1,-2%,11%,/,5%,/,/,-2%,-23%,/
NC(=O)N1N=C2/C(=C/c3ccccc3)CCCC2C1c1ccccc1 (configuration not stated),-5%,-7%,0.7,2%,7,-0.1,-7%,-26%,0
CC(C)(C)C(=O)Nc1cc2c3c(c1)CC(=O)N3CCC2,-6%,37%[activator],0.4,5%,-7,0.1,0%,-7%,1
Cc1ccc(-n2nc3ccc(NC(=O)COc4ccccc4)cc3n2)cc1Cl,-10%,18%,-0.7,8%,/,-1.1,-8%,?,3
C=CCSc1nc2c(c(=O)[nH]c(=O)n2C)n1Cc1ccccc1,-4%,-15%,-0.6,-10%,-8,-0.2,4%,8%,-1
O=C(CSc1ncn[nH]1)Nc1ccnc2ccccc12,-3%,5%,0.3,-1%,9,-1.1,4%,-23%,0
Cc1c(Cl)cccc1-n1ncc(C(=O)NC2CCCC2)c1C1CCN(C(=O)OC(C)(C)C)CC1,-17%,4%,-0.9,-3%,/,-0.2,-2%,-11%,-7
C=CCn1c(SCC(=O)N2CCN(c3ccc(F)cc3)CC2)nnc1-c1ccco1,2%,8%[57.1 µM],0.7,5%[57.1 µM],7,0.1,0%,-3%,2
COc1cccc(-c2cc(C(=O)NC3CCCC3)c3ccccc3n2)c1,1%,34%,/,8%,/,/,-1%,-16%,/
COc1cc(C)nc(N2CCC(C(=O)NCC3CCCO3)CC2)n1 (configuration not stated),-6%,22%[57.1 µM],0.2,14%[57.1 µM],-7,-0.3,-6%,-17%,7
COc1ccc(NC(=O)Nc2ccc3c(c2)C(=O)N([C@H](C)CO)C[C@H](C)[C@@H](CN(C)S(=O)(=O)c2cccs2)O3)cc1,0%,9%[57.1 µM],/,-9%[57.1 µM],/,/,3%,?,/
O=C(Cn1ncc2c1-c1ccccc1OC2)N1CCN(c2ccccc2)CC1,-7%,23%,-0.6,8%,/,-0.4,-1%,-16%,1
COc1ccc(CCNC(=O)Cn2nc(-c3ccc(Cl)cc3)ccc2=O)cc1OC,16%,11%[57.1 µM],0.5,4%[57.1 µM],/,-0.6,-3%,2%,-4
Cc1cc(OCCOCCNC(C)C)cc(C)c1Cl,0%,10%,1.0,0%,-8,2.8,-17%,-22%,5
CC1CCCCC1NC(=O)COC(=O)c1cc(=O)c2ccccc2o1 (configuration not stated),2%,23%,1.7,7%,3,-0.3,1%,-14%,1
CC(C)(C)OC(=O)N[C@@H](CC(=O)OCc1ccccc1)C(=O)O,2%,8%,0.8,3%[57.1 µM],3,0.6,3%,-24%,-3

# Random excerpt: two records from the list, in no set order.
SMILES,mIDH1 inhibitor,TrxR1 inh,D2 agonist,TrxR1 substrate,D2 antag,TRHR agonist,Pin1 inhibitor,USP1-UAF1 inh,TRHR enhancer
CC(C)(C)OC(=O)N[C@@H](CC(=O)OCc1ccccc1)C(=O)O,2%,8%,0.8,3%[57.1 µM],3,0.6,3%,-24%,-3
C=CCn1c(SCC(=O)N2CCN(c3ccc(F)cc3)CC2)nnc1-c1ccco1,2%,8%[57.1 µM],0.7,5%[57.1 µM],7,0.1,0%,-3%,2

# Next part
SMILES,mIDH1 inhibitor,TrxR1 inh,D2 agonist,TrxR1 substrate,D2 antag,TRHR agonist,Pin1 inhibitor,USP1-UAF1 inh,TRHR enhancer
CC1(C)Cc2nc(-c3ccccc3)n3cnnc3c2CO1,-1%,25%[57.1 µM],/,-17%,/,0.1,3%,0%,-3
COc1ccc(S(=O)(=O)N(CCc2ccccc2)CC(=O)O)cc1Cl,7%,4%,0.5,3%,-18,0.5,-3%,-6%,-1
O=C(CCSc1ccccc1)NCC1CCCO1 (configuration not stated),17%,-3%,0.2,0%,5,-0.1,-3%,-19%,-6
CCc1ccccc1NC(=O)c1nnn(-c2ccc(F)cc2)c1C,0%,20%,-0.4,11%[2.29 µM],/,-0.2,3%,-26%,4
Cc1ccc(CNC(=O)Cc2ccc(NC3=NC4CS(=O)(=O)CC4S3)cc2)cc1 (configuration not stated),8%,12%[57.1 µM],0.1,9%[57.1 µM],-3,0.1,-6%,-20%,3
CCn1cc(CN2CCCC(C(=O)c3ccc(-c4ccccc4)cc3)C2)cn1 (configuration not stated),2%,0%[57.1 µM],-0.3,-2%[57.1 µM],-5,-0.5,3%,-25%,1
Cc1c(-c2cccs2)[n+](=O)c2c(n1[O-])CCCCC2,-1%,1%,0.5,2%,4,0.4,-4%,-16%,1
Cc1sc2ncn3cnnc3c2c1C,-1%,8%,1.0,4%,7,-1.0,1%,1%,-5
Cc1cccc2[nH]c3c(N4CCN(C(=O)c5ccco5)CC4)ncnc3c12,1%,-20%,-0.8,40%[activator],13,-0.8,5%,-11%,4
Cc1noc(C)c1CSCC(=O)Nc1nc(-c2ccc(F)c(F)c2)cs1,-2%,0%[57.1 µM],1.2,-5%[57.1 µM],18,0.4,-1%,-4%,-9
CC1CN(C(=S)NC(=O)c2ccc([N+](=O)[O-])cc2)CC(C)O1 (configuration not stated),0%,-2%[57.1 µM],-1.6,6%[57.1 µM],-11,0.3,-1%,-15%,-2
COC(=O)C(NC(C)=O)(Nc1nc(C)cs1)C(F)(F)F (configuration not stated),7%,?,0.3,6%,8,-0.1,1%,-8%,-7
Cc1ccc(CNC(=O)CN2C(=O)C3(SCC(=O)N3c3ccc(F)c(F)c3)c3ccccc32)cc1 (configuration not stated),-12%,18%,0.5,-6%,/,0.6,-3%,-26%,-7
c1cnc(N2CCN(c3nc4ccccc4n4cnnc34)CC2)nc1,4%,18%,2.0,-5%,0,-0.7,0%,-8%,1
CC(C)(C)NC(=S)NC(=O)C12CCC3CC(CC(C3)C1)C2,-13%,-6%,0.4,-4%,2,-0.1,-1%,-5%,7
Cc1cc(C)n(-c2ccc(C(=O)N3CCN(c4ccccn4)CC3)cc2)n1,5%,12%,0.1,-2%,23,-0.6,-7%,-12%,1
O=C(NC1CCCC1)c1ccc2c(=O)n(Cc3ccccc3)c(SCc3cccc(F)c3)nc2c1,-4%,7%[57.1 µM],-0.4,-6%[57.1 µM],/,0.9,0%,6%,1
OC(CNC1CCCCCC1)COc1cccc2ccccc12 (configuration not stated),-2%,18%,4.8,-2%,-15,1.4,-11%,-19%,5
COc1ccc(/C=N/NC(=O)c2cccc(NC(=O)c3ccccc3Cl)c2)c(OC)c1,4%,17%[57.1 µM],0.2,6%[57.1 µM],-6,-0.4,1%,-21%,6
COc1ccc(NS(=O)(=O)c2ccc(N3CCCC3)c(N)c2)cc1,-7%,15%,-0.3,0%,23,-0.9,-3%,-12%,8

# Compound activity as filed in PubChem.
